# From PubChem
# CHRM5 agonist: agonists of human muscarinic M5 receptor (CHRM5). activation, % at 3 µM. AID 624037. 360,000 compounds, 0.19% hits. P08912. CHO-K1 hM5 cells, Fluo-8 calcium fluorescence; 0% DMSO wells, 100% maximal acetylcholine response;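 active means activation above the run's mean over test compounds plus 3 SD, cut at about 23% in these data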;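 further: signal is peak over basal fluorescence ratio across the kinetic read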
# Target sequence (P08912 whole entry, looked up): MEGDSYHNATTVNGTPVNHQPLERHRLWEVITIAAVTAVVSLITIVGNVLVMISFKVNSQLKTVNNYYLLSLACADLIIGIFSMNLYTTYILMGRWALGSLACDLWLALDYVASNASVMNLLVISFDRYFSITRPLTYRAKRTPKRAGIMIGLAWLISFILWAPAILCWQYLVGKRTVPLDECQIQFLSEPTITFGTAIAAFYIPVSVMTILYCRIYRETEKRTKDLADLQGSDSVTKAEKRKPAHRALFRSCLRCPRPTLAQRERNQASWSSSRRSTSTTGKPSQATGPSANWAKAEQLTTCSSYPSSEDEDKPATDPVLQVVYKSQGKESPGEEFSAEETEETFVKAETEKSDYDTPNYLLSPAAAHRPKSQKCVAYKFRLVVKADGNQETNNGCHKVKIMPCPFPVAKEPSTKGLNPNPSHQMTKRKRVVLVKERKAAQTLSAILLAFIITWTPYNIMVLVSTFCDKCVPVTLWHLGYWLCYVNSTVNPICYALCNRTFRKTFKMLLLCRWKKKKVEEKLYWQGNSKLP
# CHRM4 PAM: potentiates acetylcholine response at human M4 receptor | P08173 | CHO-K1 hM4/Gqi5, Fluo-8 calcium fluorescence, ACh EC20; 0% = ACh EC20, 100% = maximal ACh | activation, % at 3 µM | 360,000 compounds, 0.4% hits | AID 624126;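 active means activation above its plate's cutoff, the mean activation of sample wells plus 3 SD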; further: some results filed as inactive read as strong as hits
# Target sequence (P08173 whole entry, looked up): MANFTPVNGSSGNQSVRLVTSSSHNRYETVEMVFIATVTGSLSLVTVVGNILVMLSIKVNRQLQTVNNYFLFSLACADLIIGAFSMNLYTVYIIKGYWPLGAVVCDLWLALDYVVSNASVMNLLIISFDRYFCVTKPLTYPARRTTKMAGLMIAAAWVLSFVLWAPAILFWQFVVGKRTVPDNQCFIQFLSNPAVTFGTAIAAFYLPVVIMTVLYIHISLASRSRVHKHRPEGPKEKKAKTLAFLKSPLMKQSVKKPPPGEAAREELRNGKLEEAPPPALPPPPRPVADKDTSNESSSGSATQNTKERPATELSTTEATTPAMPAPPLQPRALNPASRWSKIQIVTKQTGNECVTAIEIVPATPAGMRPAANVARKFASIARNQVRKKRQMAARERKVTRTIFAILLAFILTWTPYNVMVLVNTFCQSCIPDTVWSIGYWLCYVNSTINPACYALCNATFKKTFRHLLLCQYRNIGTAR
# CHRM5 antagonist: antagonists of human muscarinic M5 receptor (CHRM5); P08912; inhibition, % at 3 µM; CHO-hM5 cells, Fluo-8 calcium fluorescence, ACh EC80; 360,000 compounds, 0.59% hits;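 active means inhibition above a per-plate cutoff, the mean of that plate's test compounds plus 3 SD, cut at about 27% in these data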;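 further: 0% = acetylcholine EC80 with DMSO and 100% = DMSO without agonist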
# CRFBP-R2 block: blocks CRF-induced signaling of the CRF-BP/CRF-R2 complex. HEK293 CRF-R2/CRF-BP, CRF-induced calcium fluorescence. inhibition, % at 11.8 µM. 350,000 compounds, 0.59% hits;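 active means inhibition of the ligand-induced calcium signal above about 50% at the single tested concentration, limit read from the data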
# TAAR1 antagonist: human TAAR1 antagonism. inhibition, % at 3 µM. Q96RJ0. CHO RD-HGA16 TAAR1, Fluo-8 calcium fluorescence, antagonist. 360,000 compounds, 1.5% hits. AID 624466;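 active means inhibition above a per-plate cutoff, the mean inhibition of test compounds on that plate plus 3 SD, cut at about 49% in these data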;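 further: 0% = DMSO plus EC80 beta-PEA response and 100% = DMSO alone without agonist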
#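 Test system – hTAAR1-expressing CHO RD-HGA16 cells, Gα16-coupled · Also added – β-PEA at EC80 concentration, post-compound challenge · Compound – 3 µM, single point · Incubation – dye loading 75 min at 37 °C, then 30 min room temperature · Measured by – Fluo-8 intracellular calcium dye fluorescence, real-time kinetic reads · Benchmarks – vehicle and agonist controls · Replicates – singlicate, one well per test compound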
# M5 PAM: CHRM5 positive allosteric modulation; P08912; CHO-K1 hM5, Fluo-8 calcium, ACh EC20 PAM; 0% = ACh EC20, 100% = ACh EC100; activation, % at 3 µM; 360,000 compounds, 0.3% hits; AID 624038;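 active means activation above the run cutoff, the mean activation of all test compounds plus 3 SD, cut at about 18% in these data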
#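 System: CHO-K1 hM5 cells. Reagent: acetylcholine, EC20 level. Compound dosing: single dose, 3 µM nominal final test concentration. Timing: Post-acetylcholine fluorescence recording 140 s. Detection: Fluo-8 calcium fluorescence. Read-out: % activation, ACh-normalized. Benchmarks: ACh EC20 and EC100 wells. Repeats: singlicate, one well per test compound.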
# CRFR2-BP ag: agonists of human CRF-binding protein/CRF-R2 receptor complex; HEK293 CRF-R2/CRF-BP, calcium dye fluorescence (FLIPR); percent of saturating CRF peptide response; activation, % at 13.2 µM; 350,000 compounds, 0.46% hits;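 active means activation of at least 50%, plus an integration ratio under a set limit after plate pattern correction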;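 further: plate controls were neutral control wells without compound for no effect and CRF at EC100 for full effect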
# TAAR1 ag: human TAAR1 agonism. Q96RJ0. CHO RD-HGA16 TAAR1, Fluo-8 calcium fluorescence; vehicle wells 0%, saturating PEA agonist 100%. activation, % at 3 µM. 360,000 compounds, 0.99% hits;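 active means activation above the mean activation of all test compounds in the run plus 3 SD, cut at about 38% in these data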
#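 Signal – calcium-sensitive Fluo-8 signal, excitation 470-495, emission 515-575 nm · System – RD-HGA16 (CHO) cells co-expressing Gα16 and hTAAR1 · Incubation – 17-24 h seeding, 75 min 37 °C dye, 30 min RT · Compound dosing – 3 µM single concentration · Repeats – no replicates (n 1)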
# M1 PAM parental: M1 PAM counterscreen hit in parental CHO-K1 cells; ATP EC20, Fluo-8 calcium fluorescence; 0% at ATP EC20, 100% at ATP max; activation, % at 3 µM; 360,000 compounds, 0.02% hits; AID 602247;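 active means activation above the run cutoff, the mean activation of all test compounds plus 3 SD, cut at about 40% in these data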;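 further: peak over basal fluorescence ratio in a 140 s read after ATP addition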
# The depositor's hits bear a star; . = no result given.
No.	compound	CHRM5 agonist	CHRM4 PAM	CHRM5 antagonist	CRFBP-R2 block	TAAR1 antagonist	M5 PAM	CRFR2-BP ag	TAAR1 ag	M1 PAM parental
1	CCN(CC(=O)NCc1cccs1)C(=O)c1cccc(Cl)c1	-1	12	12	7	11	-1	-2.6	0	-17
2	O=C(CN1CCN(C(=O)c2cccc(S(=O)(=O)N3CCCC3)c2)CC1)Nc1cccc(F)c1	0	0	3	1	-2	-5	-1.3	1	-2
3	CNC(=O)CC1C(=O)N(c2ccc(F)cc2)C(=S)N1NC(=O)c1ccc(Br)cc1 (centres undefined)	3	-5	-5	-19	0	9	4.1	3	11
4	Cc1ccc(-c2nc3sc4c(c3c(=O)n2N)CC(C)(C)OC4)cc1	0	6	-1	7	11	3	-2.2	7	14
5	C/C(=N\OCc1nc2ccccc2c(=O)n1/N=C/c1cc([N+](=O)[O-])ccc1O)c1ccccc1	5	-11	10	4	64*	-17	-1.8	9	8
6	O=C(CN(c1ccccc1Cl)S(=O)(=O)c1ccccc1)NCc1ccccc1	-6	-4	19	3	-5	0	1.1	-1	-3
7	O=C(NCc1cccs1)C1CCCN(c2nc3ccccc3o2)C1 (centres undefined)	0	2	3	14	-8	-4	-0.4	4	22
8	O=C(O)CN(Cc1ccccc1)S(=O)(=O)c1ccc(F)cc1	1	0	-2	8	-9	-1	-0.7	16	-2
9	COc1cccc(OCCCn2cc(/C=C3/C(=N)N4C=C(C)SC4=NC3=O)c3ccccc32)c1	-2	7	-11	-32	36	4	14	11	25
10	COc1cc(/C=C2/C(=N)N3C=CSC3=NC2=O)ccc1OCCOc1ccc(NC(C)=O)cc1	0	-5	17	5	-11	-14	-0.8	9	7
11	Cn1c(=O)n(CC(=O)NC2CCCCC2)c(=O)c2ccccc21	1	8	-2	3	-15	3	-1.1	7	19
12	CC(C)(C)c1ccc(S(=O)(=O)Nc2ccc(C(=O)N3CCCC3)cc2)cc1	10	-6	7	-19	-6	-5	-0.7	9	-18
13	COc1cc(OC)cc(-n2nnnc2SCC(=O)Nc2ccc(C(C)=O)cc2)c1	0	6	4	4	-5	3	-0.4	8	-3
14	COC(=O)Cn1c2c(c3cc(C)ccc31)CCCC2NC(C)c1ccccc1 (centres undefined)	2	-12	3	-9	-43	0	0.8	-1	-23
15	CCOC(=O)c1sc(NC(=S)NC(=O)c2ccco2)nc1C	0	3	-4	0	-10	-5	12	9	-6
16	O=C(Nc1ccccc1N1CCCCC1)c1ncoc1-c1cccc(F)c1	-1	4	2	-14	-52	5	2.4	4	-9
17	CC(C)n1ncc2c(C(=O)NCCOc3ccccc3F)cc(C3CC3)nc21	-10	-11	3	3	50*	-16	-0.2	2	-5
18	Cc1cc(C)n2c(SCC(=O)Nc3ccccc3C#N)nnc2n1	0	3	4	-2	9	-1	-0.2	2	9
19	CC(=O)Oc1ccc2c(=O)c(Oc3ccccc3)coc2c1OC(C)=O	0	1	6	27	-13	-3	1.7	0	17
20	CCOc1ccc(NC(=O)C2CCN(S(=O)(=O)c3cccs3)CC2)cc1	3	-18	7	-12	22	-4	4.4	10	2
21	C=CCNC(=S)NC(=O)c1oc2ccccc2c1C	-1	5	-15	-22	3	3	-2.0	3	24
22	COc1ccc(C(=O)NNC(=O)c2ccccc2[N+](=O)[O-])cc1Br	-1	5	-5	11	-9	0	-2.6	0	24
23	O=C(Nc1ccc2c(c1)OCCO2)C1CC(c2ccccc2Cl)=NO1 (centres undefined)	-2	-8	3	-2	11	-7	-2.6	6	-6
24	O=C(CCCCCn1nnc2ccccc2c1=O)Nc1ccccc1F	0	-6	9	-3	8	-8	-1.1	0	-5
25	O=c1ccnc(SCCC(F)=C(F)F)[nH]1	-2	8	5	3	-9	-2	-2.0	4	7
26	COc1ccc(-c2noc(CSc3nc(N)c(-c4ccccc4)c(=O)[nH]3)n2)cc1OC	1	20	-10	8	8	6	-3.2	3	12
27	CNC(=O)/C=C/c1cc(C(=O)c2ccc(Cl)cc2Cl)cn1C	7	4	2	-6	0	1	0.6	1	15
28	Cc1cc(C)c(C)c(S(=O)(=O)N2CCC(C(=O)OCC(=O)NC3CCS(=O)(=O)C3)CC2)c1C (centres undefined)	4	6	3	-1	5	-3	-0.9	7	-9
29	COCCCNC(=S)N/N=C/c1ccc2c(c1)OCO2	0	-2	10	-1	-64	-5	-1.3	-1	2
30	CCOc1ccccc1N(CC)C(=O)c1ccc2c(=O)n3c(nc2c1)CCCCC3	-3	3	-4	-18	-1	8	-1.1	3	-10
31	O=C(C[C@H]1C/C=C\CC[C@@H](Cc2ccc(F)cc2)C(=O)OC[C@H]2CCCN2C1=O)N[C@@H](CO)Cc1ccccc1	5	-5	1	-7	21	-8	3.9	12	8
32	COc1ccc(CCN2CC(C(=O)N3CCC(O)(c4ccccc4)CC3)CCC2=O)cc1 (centres undefined)	-2	7	-3	-5	-18	6	-0.7	1	11
33	CCN(CCO)Cc1cc(=O)oc2cc3c(cc12)CCC3	-1	-7	11	-13	-14	-3	0.1	2	-8
34	Cc1ccccc1-c1nc(CN2CCCC(C(=O)NCCCN3CCOCC3)C2)c(C)o1 (centres undefined)	-5	-6	1	14	0	-2	-0.6	4	5
35	Cc1cc(C)cc(N(CC(=O)NCc2cccnc2)S(C)(=O)=O)c1	1	1	7	-10	-5	2	0.4	-1	-1
36	COc1ccc(C2=NO[C@@H]3C(=O)N(Cc4ccccc4)C(=O)[C@H]23)cc1OC	4	-5	4	3	16	-2	-0.4	9	11
37	CCOc1ccc(N/C(N)=N/c2nc(C)c(C)c(=O)[nH]2)cc1	-6	1	1	10	-4	1	-2.1	4	17
38	O=C(CN1CCOCC1)Nc1nc(-c2ccccc2)cs1	4	-9	12	-4	31	-9	0.5	11	5
39	COc1ccc(C2=CC3=C(Br)C(=O)C(C)(O)C(=O)C3=CO2)cc1 (centres undefined)	1	1	12	2	.	-2	0.6	.	5
40	Cc1nc(-c2ccc(C#N)cc2)cs1	-5	0	-12	-2	-26	8	-0.9	0	-17
41	Cc1ccc(NC(=O)c2c3c(nc4ccccc24)CCC3)cc1S(=O)(=O)N(C)C	5	4	-17	-14	4	4	-0.3	4	7
42	O=C(CN1C(=O)COc2ccccc21)N(Cc1ccc2c(c1)OCO2)CC1CCCO1 (centres undefined)	0	0	-1	-6	-12	-8	-0.9	9	20
43	COc1ccc(CC(=O)O/N=C(\N)c2ccc(Br)cc2)cc1OC	-2	-5	15	16	-3	-9	0.8	0	2
44	COC(=O)c1ccc(COC(=O)c2[nH]c(C)c(C(C)=O)c2C)o1	9	-11	21	-2	12	-15	0.3	11	2
45	COc1cc2c(cc1OC)-c1cc3ccc(OC)c(OC)c3c[n+]1CC2	0	2	-1	-12	-19	-2	1.5	4	-9
46	NC(=O)COC(=O)c1ccccc1SCC(=O)NC1CCCCCC1	2	-4	-18	4	-12	6	-0.8	5	14
47	CN(CC(=O)Nc1ccc(F)cc1)C(=O)c1cccc(NS(=O)(=O)c2ccccc2)c1	0	1	13	-8	-15	-2	0.8	9	10
48	Cc1cc(NC(=O)c2c(Br)c(C)nn2C)no1	-2	4	-5	-30	0	5	1.6	-1	23
49	O=S(=O)(NCC1CCCO1)c1ccc(Cl)nc1 (centres undefined)	-2	-5	-2	5	9	2	-2.2	0	12
50	COc1ccc(Br)cc1C=NNS(=O)(=O)c1ccc(C)cc1	0	-3	11	8	-12	-5	-0.9	0	-7
51	CC(C)C[C@H]1CN(CCCC[C@H]2CNC(=O)C(=O)N2CCc2ccc(O)cc2)C(=O)C(=O)N1CCC1CCCCC1	-5	5	4	.	-18	-6	.	-1	19
52	CCOC(=O)N1CCN(CC(=O)Nc2ccc(F)cc2F)CC1	-3	9	4	3	8	4	2.7	-1	7
53	Cc1cccc(C(=O)N(CCc2ccccc2)Cc2ccccc2)c1[N+](=O)[O-]	-5	-10	16	-6	-16	-3	0.5	27	16
54	COc1ccc(/C=C/CN2CCN(CCc3ccccc3)C(CCO)C2)cc1 (centres undefined)	-16	-9	1	-6	-22	-4	-1.5	3	13
55	CC(C)(Cc1nc2ccccc2[nH]1)c1nc2ccccc2[nH]1	1	5	-4	1	11	1	5.2	0	17
56	N#CC1=C(N)Oc2c(oc(CO)cc2=O)C1c1ccccc1[N+](=O)[O-] (centres undefined)	-1	2	12	-11	-13	0	2.9	1	12
57	CC(=O)N1CCc2cc(S(=O)(=O)NC(Cc3ccccc3)C(=O)NC3CCCCCC3)ccc21 (centres undefined)	-4	-7	-3	-13	-21	2	1.2	-1	9
58	Nc1nonc1-n1nnc(C(=O)N/N=C/c2ccccc2)c1CSc1ccc(Cl)cc1	-1	-3	5	-77	22	0	110*	2	14
59	Cc1cccc(NC(=O)CSCC(=O)N(C)Cc2ccc3c(c2)OCCO3)c1	0	16	3	8	7	-2	-1.7	5	11
60	C/C=C/C(=O)Nc1cccc(C2=NOC3(C2)C[C@@H](C(N)=O)N(C(=O)c2cc([N+](=O)[O-])cc([N+](=O)[O-])c2)C3)c1 (some centres undefined)	-2	1	20	3	15	-7	-0.4	1	15

# Entries from the list above that contain two or more sulfur atoms:
No.	compound	CHRM5 agonist	CHRM4 PAM	CHRM5 antagonist	CRFBP-R2 block	TAAR1 antagonist	M5 PAM	CRFR2-BP ag	TAAR1 ag	M1 PAM parental
15	CCOC(=O)c1sc(NC(=S)NC(=O)c2ccco2)nc1C	0	3	-4	0	-10	-5	12	9	-6
20	CCOc1ccc(NC(=O)C2CCN(S(=O)(=O)c3cccs3)CC2)cc1	3	-18	7	-12	22	-4	4.4	10	2
28	Cc1cc(C)c(C)c(S(=O)(=O)N2CCC(C(=O)OCC(=O)NC3CCS(=O)(=O)C3)CC2)c1C (centres undefined)	4	6	3	-1	5	-3	-0.9	7	-9

# (further entries)
No.	compound	CHRM5 agonist	CHRM4 PAM	CHRM5 antagonist	CRFBP-R2 block	TAAR1 antagonist	M5 PAM	CRFR2-BP ag	TAAR1 ag	M1 PAM parental
61	CC(C)c1ccccc1NC(=O)COC(=O)Cc1cccc(C(F)(F)F)c1	-1	8	1	1	-1	1	-7.5	12	-6
62	CN(C)Cc1nc2ccccc2c(=O)n1Cc1nc(-c2cc3ccccc3o2)cs1	6	9	-10	3	-23	5	2.9	13	-1
63	COCCNC(=O)COC(=O)CSCc1nc2ccccc2s1	0	20	6	-3	0	3	0.8	11	-5
64	Cc1cc(C(=O)N2CCC2(C)C(=O)Nc2cc(C(C)(C)C)nn2C)nn1C (centres undefined)	1	-4	19	.	-13	-11	.	3	-13
65	O=S(=O)(c1ccccc1Cl)N1CCC(Cc2ccccc2)CC1	-3	-4	4	-42	19	-1	9.4	6	13
